# Epigenetic derep – regulators of epigenetic silencing causing reporter derepression in mouse cells; Potency, µM (doses to about 53.9 µM), inactives show at the top dose GFP activation, actives largely listed as activators; murine LDR cells, GFP reporter derepression, 30 h; 280,000 compounds, 0.2% hits; further: potency means the concentration at half of the fitted maximal effect; % of control where 0% means no effect; nearly all actives have a fitted effect of over 60% in size
#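 Murine LDR cells carrying a silenced, genomically integrated CMV-driven GFP reporter were exposed to compound for 30 hours at 37 C. After PBS washes, GFP-positive cells (20–120 um objects) were counted by laser-scanning microplate cytometry.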
# KinaseGlo FLuc – blocks Kinase-Glo luciferase, a counter-screen artifact; Q27757; Kinase-Glo luciferase, ATP luminescence, 8 min; Potency, µM (titrated, usually from 38.3 µM), without a hit: at the highest dose activity change, negative = inhibition, usual class: inhibitors; 200,000 compounds, 0.28% hits; AID 1379; further: potency means the concentration at half of the fitted maximal effect; on the % scale 0 is the no-effect control and ±100 the full control effect; nearly all actives have a fitted effect of over 60% in size
#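 Luminescence was the read-out, taken after 8-minute incubation at ambient temperature. Luciferase turned over luciferin with 10 uM ATP in imidazole pH 7.2 buffer containing KCl, MgCl2, Tween 20 and BSA.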
# HttQ103 aggreg – reduces HttQ103-GFP aggregates in PC12 cells. Potency, µM (highest dose often 46.1 µM), for the others: top-dose activity change, negative = inhibition, actives largely listed as inhibitors. 220,000 compounds, 1.1% hits. PC12 HttQ103-GFP aggregates, Acumen cytometry, 40 h; further: potency means the concentration at half of the fitted maximal effect; on the % scale 0 is the no-effect control and ±100 the full control effect; nearly all actives have a fitted effect of over 60% in size
#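 Ecdysone-promoter PC12 model expressing HTT exon 1 Q103 fused to GFP, induced by tebufenozide at 100 nM final. Compounds titrated; aggregates sized 1–25 µm scored on a 488 nm laser cytometer.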
# NPSR antag – neuropeptide S receptor (human) antagonism, cAMP; Q6W5P4; Potency, µM (top dose mostly 38.3 µM), without a hit: top-dose activity change, negative = inhibition, actives largely listed as inhibitors; AID 1461; CHO-NPSR cells, cAMP TR-FRET, antagonist mode; 220,000 compounds, 1% hits; further: potency means the concentration at half of the fitted maximal effect; on the % scale 0 is the no-effect control and ±100 the full control effect; nearly all actives have a fitted effect of over 50% in size; many of its hits are not listed in these tables
# Target sequence (Q6W5P4 whole entry, looked up): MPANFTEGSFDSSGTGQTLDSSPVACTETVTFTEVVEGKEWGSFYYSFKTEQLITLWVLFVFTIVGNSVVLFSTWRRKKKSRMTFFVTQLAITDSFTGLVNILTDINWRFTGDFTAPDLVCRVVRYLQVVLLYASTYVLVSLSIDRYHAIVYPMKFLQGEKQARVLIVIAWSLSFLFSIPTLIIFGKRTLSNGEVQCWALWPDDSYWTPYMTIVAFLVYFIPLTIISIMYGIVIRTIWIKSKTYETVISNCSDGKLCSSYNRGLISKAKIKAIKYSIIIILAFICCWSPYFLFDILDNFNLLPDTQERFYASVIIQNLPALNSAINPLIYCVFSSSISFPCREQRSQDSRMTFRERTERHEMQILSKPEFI
# CBFb RUNX1 block – blocks binding between human CBF-beta and RUNX1; Q01196+Q13951; AlphaScreen CBFb-His/RUNX1-biotin binding, biochemical; Potency, µM (titrated, usually from 59.8 µM), for inactives: at the highest dose activity, negative = inhibition, hits mostly inhibitors; 230,000 tested, under 10 active; further: % of control where 0% means no effect
# Target sequence (Q01196 whole entry, looked up): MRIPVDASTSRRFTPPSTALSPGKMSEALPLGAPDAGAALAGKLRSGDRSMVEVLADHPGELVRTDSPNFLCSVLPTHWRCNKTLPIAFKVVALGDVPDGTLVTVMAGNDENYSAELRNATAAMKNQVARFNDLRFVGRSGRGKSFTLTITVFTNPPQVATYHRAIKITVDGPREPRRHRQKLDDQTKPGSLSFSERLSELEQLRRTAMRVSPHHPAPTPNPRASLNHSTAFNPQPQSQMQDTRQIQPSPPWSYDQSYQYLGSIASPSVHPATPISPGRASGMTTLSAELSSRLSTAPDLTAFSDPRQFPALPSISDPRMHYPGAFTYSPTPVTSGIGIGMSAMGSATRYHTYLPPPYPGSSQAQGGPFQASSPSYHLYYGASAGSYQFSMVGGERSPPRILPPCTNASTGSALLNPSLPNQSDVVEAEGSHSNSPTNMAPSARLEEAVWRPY
# Target sequence (Q13951 whole entry, looked up): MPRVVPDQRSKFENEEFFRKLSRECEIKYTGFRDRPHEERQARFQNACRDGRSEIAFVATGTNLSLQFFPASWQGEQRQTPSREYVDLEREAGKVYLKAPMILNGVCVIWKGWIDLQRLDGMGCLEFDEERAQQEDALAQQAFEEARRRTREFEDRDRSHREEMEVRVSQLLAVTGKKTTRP
#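 CBFb-His/RUNX1-biotin, 30 nM each, preincubated 20 min RT; compound 15 min RT; Ni + streptavidin beads 50 ng each, 90 min RT; AlphaScreen read.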
# Lamin A splicing – LMNA splicing modulation; HeLa LMNA splicing GFP/RFP minigene ratio, 48 h; Potency, µM (highest dose often 46.1 µM), inactives show top-dose ratio change, negative = inhibition, most hits filed as inhibitors; 200,000 compounds, 0.01% hits; AID 1487; active means well fitted inhibition curve with a large enough effect in the signal ratio, with a control signal flat, not every such curve was filed as active; inconclusive means small, poorly fitted or top-dose-only effect, or effect the other way, or a change in a side signal; the % refers to the signal ratio; further: potency means the concentration at half of the fitted maximal effect; on the % scale 0 is the no-effect control and ±100 the full control effect
#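 Read-out is the ratio of GFP to DsRed2 object intensity, acquired by 488 nm laser-scanning cytometry on HeLa lamin A-EGFP minigene reporter cells. Compound incubation 48 hrs at 37 °C in Opti-MEM with 2% FBS; DMSO 0.5% final.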
# IMPase Li inh – cell-permeable IMPase inhibitors with lithium potentiation; CHO-M1 cells, IP1 TR-FRET (IP-One), carbachol + lithium; Potency, µM (series often up to 59.4 µM), without a hit: at the highest dose activity, negative = IMPase inhibition, actives largely listed as inhibitors; 210,000 compounds, 0.35% hits;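 further: IP1 builds up when IMPase is blocked and the TR-FRET signal falls; potency means the concentration at half of the fitted maximal effect; plate controls were basal vehicle for no effect and high inhibitor control for full effect; nearly all actives have a fitted effect of over 50% in size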
#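 CHO cells stably expressing M1 receptor (2000/well, cultured 16–30 h) treated 30 min at 37C with compound plus low lithium. Cytosolic IP1 by TR-FRET (665/620 ratio and 620 channel) after 10 min lysis; AC50 by Hill fit.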
# Numbers without * were called inactive; ? = inconclusive; nt = not tested or not shown; & = joins results of further samples; [ ] = dose if it differs, or a comment. Unless noted, the call rests on the fitted dose curve; in most records, active means well fitted curve in the direction sought with a large enough effect; inconclusive means small, poorly fitted or top-dose-only effect, or another doubt; inactive means no such curve, though single readings can be large; an effect the other way counts as inactive or inconclusive. A portion of the library; rates above refer to the full screens.
SMILES,Epigenetic derep,KinaseGlo FLuc,HttQ103 aggreg,NPSR antag,CBFb RUNX1 block,Lamin A splicing,IMPase Li inh
CN(C)/C=C(\C#N)C(=O)N/N=C/c1ccc(Cl)cc1,-1.1%,-0.7%,25.0%,-0.9%,-1.1%,-5.3%[9.22 µM],9.0%
CCN1C(=O)CSC1=NC1C2CC3CC(C2)CC1C3 (configuration not stated),0.0%,nt,13.4%,0.6%[46.1 µM],6.4%,1.4%,nt
Cc1ccc(S(=O)(=O)Cn2nnnc2CN2CCOCC2)cc1,0.4%,0.8%,14.2%[9.22 µM],-20.5%[46.1 µM],1.4%,3.3%,11.6%[38.3 µM]
Cc1ccccc1NC(=O)CSc1nc2n(n1)CCCCC2,1.3%,-5.1%,15.5%,23.7%,-4.7%,-1.3%,-3.0%
CCOc1ccc(NC(=O)CS(=O)(=O)c2cn(C)c3ccccc23)cc1,-0.8%,-0.7%,-5.3%,-13.5%[46.1 µM],3.0%,-14.3%,30.1%[activator][38.3 µM]
CC(C)/C(=N\NC(=O)Nc1ccccc1)c1ccccc1,2.9%,-2.6%,1.3%,-17.1%[46.1 µM],4.0%,-2.0%,-8.1%[38.3 µM]
O=C(COc1ccc(S(=O)(=O)NC2CCCCC2)cc1)Nc1ccc2c(c1)OCCO2,3.6%,3.1%,-5.3%,-28.8%[46.1 µM],0.2%,-16.5%,9.9%[38.3 µM]
O=C1OC(NC(=O)c2ccccc2)C(N2CCOCC2)=C1Cl (configuration not stated),0.0%,-0.3%,-5.5%,-5.4%[46.1 µM],5.8%,-7.9%,-2.8%
Cc1c(C(=O)Nc2ccc(Cl)cc2)c2ccccn2c1C(=O)c1ccccc1,13.2%,1.9%,-7.6%,?,2.0%,2.2%,?
CCN(CC)c1ccc(C(=O)N/N=C/c2ccc(OC)cc2OC)cc1,-1.4%,-0.2%,-2.0%,-23.5%,6.5%,15.5%[46 µM],6.6%
CC(=O)c1c(C)[nH]c(C(=O)NCCN2CCC(C)CC2)c1C,0.1%,-3.8%,?,1.6%[46.1 µM],6.6%,6.1%,0.7%[38.3 µM]
COC(=O)CCCC1=CC2=C(c3ccccc3)C(=O)C(C)(OC(=O)C3CCCC3)C(=O)C2=CN1CC(C)C (configuration not stated),-1.6%,-9.8%[7.66 µM],1.8%[9.22 µM],-19.6%,4.8%[13.1 µM],?,-18.5%

# Reformatted as labelled records: part of the list above.
CCN1C(=O)CSC1=NC1C2CC3CC(C2)CC1C3 (configuration not stated)
- Epigenetic derep: 0.0%
- KinaseGlo FLuc: nt
- HttQ103 aggreg: 13.4%
- NPSR antag: 0.6%[46.1 µM]
- CBFb RUNX1 block: 6.4%
- Lamin A splicing: 1.4%
- IMPase Li inh: nt
CN(C)/C=C(\C#N)C(=O)N/N=C/c1ccc(Cl)cc1
- Epigenetic derep: -1.1%
- KinaseGlo FLuc: -0.7%
- HttQ103 aggreg: 25.0%
- NPSR antag: -0.9%
- CBFb RUNX1 block: -1.1%
- Lamin A splicing: -5.3%[9.22 µM]
- IMPase Li inh: 9.0%

# Following part:
SMILES,Epigenetic derep,KinaseGlo FLuc,HttQ103 aggreg,NPSR antag,CBFb RUNX1 block,Lamin A splicing,IMPase Li inh
CC(C)=C1C(=O)NN(c2ccc(F)c(Cl)c2)C1=O,-1.2%,-0.6%,16.0%,-8.1%[46.1 µM],-18.6%,12.6%,-9.4%[38.3 µM]
O=C(CN1C(=O)COc2ccc(S(=O)(=O)N3CCCC3)cc21)NC1CCCCCCC1,0.0%,-1.4%,17.1%,-7.0%[46.1 µM],0.5%,-4.6%,-5.5%
Cc1ccc(NC(=O)c2ccc(F)cc2F)cc1NS(C)(=O)=O,3.4%,nt,-10.4%[9.22 µM],16.3%,10.1%,nt,nt
Cc1cc(C(=O)c2ccc(Cl)cc2)c(NC(=O)CCl)s1,-1.0%,1.6%,?,-8.6%,-20.6%,?,4.9%
O=C(Nc1nnc(C2COc3ccccc3O2)o1)c1ccc(F)cc1 (configuration not stated),-1.1%,-2.0%,?,8.8%,?,?,-0.2%
Cc1cc(N2CCN(Cc3nc(-c4ccc(Cl)cc4)oc3C)CC2)cc(C)n1,1.1%,nt,6.1%[9.22 µM],-31.2%,5.4%,nt,nt
COCCC(=O)NC12CC3CC(CC(C3)C1)C2,2.4%,3.3%,-22.0%,-1.2%[46.1 µM],5.0%,-8.1%,15.7%[38.3 µM]
CCCN(CC(=O)Nc1ccccc1C)C(=O)c1cc(=O)[nH]c2ccccc12,0.5%,-1.6%,0.9%,12.3%,2.4%,nt,-1.6%
CC(=O)c1ccc(N2CCN(C(=O)CCS(=O)(=O)c3ccc(C)cc3)CC2)cc1,0.0%,0.2%,?,-2.4%[46.1 µM],1.3%,-3.2%,40.0%[38.3 µM]
CN1CCCN(S(=O)(=O)c2ccc(Cl)c(Cl)c2)CC1,0.0%,1.4%,-15.1%,4.0%,9.3%,?,17.7%
CCOc1ccc(C(=O)NCC(=O)N2CCc3ccccc3C2)cc1OCC,-0.7%,-0.1%,?,-2.1%,4.7%,21.1%[46 µM],-2.3%
O=C(COc1ccccc1)NC(NC(=S)Nc1ccccc1O)C(Cl)(Cl)Cl (configuration not stated),10.3%,1.8%,-23.6%,-23.4%[46.1 µM],-5.5%,4.3%,8.5%[38.3 µM]
O=C(CSc1nc(O)c(Cc2ccccc2)c(=O)[nH]1)Nc1ccccc1,0.0%,-3.8%,-16.7%,-8.3%[46.1 µM],4.3%,14.9%,10.5%[38.3 µM]
Cc1ccccc1Cc1c(C)nc2nc(SCC(=O)NCc3ccco3)nn2c1C,-1.2%,-4.0%,?,-25.8%[46.1 µM],-6.2%,4.8%,2.2%[38.3 µM]
CC1CN(C(=O)Cn2c(C(F)(F)F)nc3ccccc32)CC(C)O1 (configuration not stated),0.7%,-1.3%,7.9%,13.1%[46.1 µM],-0.1%,18.0%,20.3%[38.3 µM]
Cc1[nH]c2ccccc2c1/C=N/Nc1nncn1N,0.9%[10.1 µM],0.8%,7.0%[9.22 µM],-21.4%,-15.9%,?,27.6%
CCCn1c(SCC(=O)NCCc2ccc(Cl)cc2Cl)n[nH]c1=O,2.0%,nt,12.4%,-13.6%[46.1 µM],8.0%,?,nt
COc1ccc(C2C(=O)N(C3CCCCC3)CC(=O)N2C2CCCC2)cc1 (configuration not stated),-1.8%,-1.8%,5.8%,-22.1%[46.1 µM],3.5%,7.4%,4.3%[38.3 µM]
COc1cc(Cl)nn(-c2ccccc2)c1=O,-3.0%,4.2%,6.8%,15.9%,-0.3%,?,-4.2%
Clc1ccc(Nc2c3c(nc4ncnn24)CCC3)cc1,0.0%,nt,12.3%[9.22 µM],0.1%,6.6%,nt,nt
CC(C)(C)c1ccc(C(=O)NCCCN2CCN(CCCNC(=O)c3ccc(C(C)(C)C)cc3)CC2)cc1,-0.8%,0.4%,7.08µM*,-58.3%,0.0%,?,15.5%
Cc1cccc(OCc2n(CC(=O)OC3CC(C)CCC3C(C)C)c3ccccc3[n+]2C)c1 (configuration not stated),2.3%,-2.9%,-39.7%[9.22 µM],?,4.5%,?,31.2%[activator]
Cc1occc1C(=O)NCCCCNC(=O)c1ccoc1C,-0.2%,2.2%,-30.0%,-3.2%[46.1 µM],4.2%,-1.5%,7.7%[38.3 µM]
Cc1ccc2nc(-c3ccccc3)cc(C(=O)N3CCc4ccccc4C3)c2c1,0.9%,-0.3%,?,?,-5.1%,0.1%,8.1%[38.3 µM]
COc1cc2cc3c4cc(OC)c(OC)cc4cc[n+]3c(C)c2cc1OC,-1.3%,-0.2%,nt,nt,19.0%,-4.2%,34.2%&23.8%[activator]
Cc1ccc(S(=O)(=O)NC2=NCN(CCN3CCOCC3)CN2)cc1,-0.7%,-3.8%,10.3%,-0.1%[46.1 µM],6.5%,-4.9%,-1.4%[38.3 µM]
COc1nc(Nc2nc3ccccc3c(=O)[nH]2)nc2ccc(C)cc12,?,nt,-42.7%[9.22 µM],1.0%,20.1%,nt,nt
CN(C)C(CNC(=O)CCCc1c[nH]c2ccccc12)c1ccco1 (configuration not stated),1.0%,2.4%,0.5%,2.3%[46.1 µM],-1.7%,9.2%,7.0%[38.3 µM]
Nc1nc2c(ncn2C2CC(O)C(CO)O2)c(=O)[nH]1 (configuration not stated),-1.4%,-3.2%,nt,nt,nt,-3.5%,1.9%
CC(C)(C)C1CCC(=NNC(=O)c2ccc(Br)o2)CC1 (configuration not stated),3.4%,-1.4%,13.2%,11.9%,10.0%,5.4%,1.1%
CCS/C(N)=N/N=C/c1cc(C)ccc1O,10.4%,-8.3%,8.6%,4.6%[46.1 µM],-2.2%,-7.5%,14.4%[38.3 µM]
CCCn1cc(S(=O)(=O)CC(=O)Nc2ccc(OCC)cc2)c2ccccc21,0.0%,-0.5%,-12.4%,-18.2%[46.1 µM],13.1%,-11.6%,-2.8%[38.3 µM]
Cc1noc(C)c1C(=O)Nc1nnc(CC(C)C)s1,2.7%,nt,0.6%[9.22 µM],-2.4%,1.8%,nt,nt
CC(=O)Nc1cccc(Oc2ncnc3scc(-c4ccc(C)cc4)c23)c1,2.3%,1.3%,21.4%,-10.8%[46.1 µM],0.9%,?,18.6%

# Profiles, quoted from the list. Values in the order: Epigenetic derep	KinaseGlo FLuc	HttQ103 aggreg	NPSR antag	CBFb RUNX1 block	Lamin A splicing	IMPase Li inh
# Listed for CCCn1c(SCC(=O)NCCc2ccc(Cl)cc2Cl)n[nH]c1=O = 2.0%	nt	12.4%	-13.6%[46.1 µM]	8.0%	?	nt
# Listed for O=C(CN1C(=O)COc2ccc(S(=O)(=O)N3CCCC3)cc21)NC1CCCCCCC1 = 0.0%	-1.4%	17.1%	-7.0%[46.1 µM]	0.5%	-4.6%	-5.5%
# Listed for CCOc1ccc(NC(=O)CS(=O)(=O)c2cn(C)c3ccccc23)cc1 = -0.8%	-0.7%	-5.3%	-13.5%[46.1 µM]	3.0%	-14.3%	30.1%[activator][38.3 µM]
# Listed for CC(C)(C)C1CCC(=NNC(=O)c2ccc(Br)o2)CC1 (configuration not stated) = 3.4%	-1.4%	13.2%	11.9%	10.0%	5.4%	1.1%
# Listed for CC(C)=C1C(=O)NN(c2ccc(F)c(Cl)c2)C1=O = -1.2%	-0.6%	16.0%	-8.1%[46.1 µM]	-18.6%	12.6%	-9.4%[38.3 µM]
